RXFP1 agonist – qHTS Assay for Agonists of the Relaxin Receptor RXFP1. Relaxin receptor 1 (Homo sapiens), Q9HBX9. HEK293T-RXFP1 cAMP TR-FRET, 30 min; response scale: percent of porcine relaxin response, buffer zero. Potency, µM (top dose mostly 57.5 µM), without a hit: at the highest dose activation, actives largely listed as activators. hit rate 0.3% among 370,000; also: potency is read from the fitted curve at half-maximal effect; % is scaled to controls: 0 for no effect and ±100 for the full control effect; nearly all actives have a fitted effect of over 60% in size; many of its hits are not listed in these tables
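cAMP rise read by TR-FRET after 30 min, 37C compound exposure (up to 58 uM) in RXFP1-transfected HEK293 cells with Ro 20174 present. EC50 from Hill-equation fits, with 29 nM porcine relaxin as 100% and buffer as basal.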
USP1 inh – Inhibitors of USP1/UAF1: Primary Screen. hit rate 0.23% among 390,000. Potency, µM (doses to about 57.1 µM), for the others: at the highest dose activity change, negative = inhibition, usual class: inhibitors. Ubiquitin carboxyl-terminal hydrolase 1 (Homo sapiens), O94782. recombinant USP1/UAF1, Ub-Rhodamine cleavage fluorescence; also: potency is read from the fitted curve at half-maximal effect; % is scaled to controls: 0 for no effect and ±100 for the full control effect; nearly all actives have a fitted effect of over 60% in size; inactives centre near -12
Target sequence (O94782 whole entry, looked up): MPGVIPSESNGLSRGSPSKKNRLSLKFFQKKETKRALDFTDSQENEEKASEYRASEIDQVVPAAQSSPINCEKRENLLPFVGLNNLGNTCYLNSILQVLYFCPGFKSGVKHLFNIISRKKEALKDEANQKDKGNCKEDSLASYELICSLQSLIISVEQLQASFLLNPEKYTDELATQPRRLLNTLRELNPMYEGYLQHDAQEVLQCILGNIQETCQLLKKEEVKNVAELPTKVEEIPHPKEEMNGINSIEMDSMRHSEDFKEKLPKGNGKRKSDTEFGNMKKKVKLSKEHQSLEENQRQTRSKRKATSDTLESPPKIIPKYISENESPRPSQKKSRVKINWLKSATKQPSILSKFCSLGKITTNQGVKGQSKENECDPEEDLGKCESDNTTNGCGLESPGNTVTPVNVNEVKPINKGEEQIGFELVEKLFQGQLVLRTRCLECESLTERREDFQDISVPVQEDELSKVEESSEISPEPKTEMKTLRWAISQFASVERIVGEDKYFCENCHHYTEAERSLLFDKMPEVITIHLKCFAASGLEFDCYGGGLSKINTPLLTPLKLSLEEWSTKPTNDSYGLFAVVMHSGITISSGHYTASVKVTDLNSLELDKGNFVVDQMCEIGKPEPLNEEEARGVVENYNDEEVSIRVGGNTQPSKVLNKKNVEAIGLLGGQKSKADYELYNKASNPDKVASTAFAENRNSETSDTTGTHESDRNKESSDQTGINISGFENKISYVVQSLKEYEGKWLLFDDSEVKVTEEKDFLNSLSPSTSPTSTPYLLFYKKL
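USP1/UAF1 complex (1 nM) preincubated 15 min at room temperature with compound, then Ub-Rho substrate (150 nM final) added. Kinetic fluorescence at 480/540 nm over 6 reads at 60 s intervals; 50 mM HEPES pH 7.8, 0.5 mM EDTA, 0.1 mg/ml BSA, 1 mM TCEP, 0.01% Tween-20.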
PI4K2A inh – qHTS for small molecular inhibitors of PI4K2A. activity change, negative = inhibition, % at 76.9 µM. purified PI4K2A, ADP-Glo luminescence, 1 h; hits give low values. hit rate 0.13% among 420,000. AID 1346378, 2018; in the data active = activity change below about -50%; inconclusive = mostly about -30% to -49%;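 also: -100% = wells without enzyme as full effect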
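Compounds are screened against recombinant PI4K2A using PI as substrate and ATP, the latter dispensed at 300 microM. Reactions run one hour at ambient temperature before ADP-Glo detection; full inhibition defined by wells lacking enzyme.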
Vif-APOBEC3F blk – qHTS for Inhibitors of Vif-A3F Interactions: qHTS. HeLa A3F-eYFP + Vif (tagged APOBEC3F with the HIV-1 protein that degrades it), YFP fluorescence increase. Potency, µM (series often up to 46.1 µM), inactives show at the top dose activity, negative = active. hit rate 0.2% among 390,000. AID 602313, 2012; also: potency is read from the fitted curve at half-maximal effect; % of control where 0% means no effect; nearly all actives have a fitted effect of over 65% in size
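HeLa cells stably expressing Vif plus C-terminally eYFP-tagged A3F were seeded, incubated overnight at 37 deg C, dosed with compound, incubated overnight again at 37 deg C. Yellow fluorescence (Ex 488/Em 500-530) reported blocked Vif-mediated A3F-eYFP degradation.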
TrxR1 substrate – qHTS Assay for Substrates of Mammalian Selenoprotein Thioredoxin Reductase 1 (TrxR1): qHTS | Thioredoxin reductase 1, cytoplasmic (Rattus norvegicus), O89049 | purified TrxR1 substrate turnover, NADPH consumption readout | Potency, µM (top dose mostly 114 µM), for the others: at the highest dose activity change, negative = substrate turnover | hit rate 0.01% among 390,000 | AID 588456, 2011; also: potency is read from the fitted curve at half-maximal effect; % is scaled to controls: 0 for no effect and ±100 for the full control effect; nearly all actives have a fitted effect of over 50% in size
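Rat TrxR1, dispensed at 90 nM, was prereduced with 400 uM NADPH (final) for 5 min at ~22 deg C, then incubated with compound 15 min before 400 uM selenite. A first-read NADPH fluorescence drop versus no-compound background flagged substrates.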
IDH1 R132H inh – qHTS for Inhibitors of mutant isocitrate dehydrogenase 1 (IDH1): qHTS; IDH1-R132H enzyme, NADPH consumption, diaphorase/resazurin fluorescence; hit rate 0.093% among 390,000; Potency, µM (series often up to 76.6 µM), for inactives: at the highest dose activity change, negative = inhibition, actives largely listed as inhibitors; Isocitrate dehydrogenase [NADP] cytoplasmic (Homo sapiens), O75874; also: potency is read from the fitted curve at half-maximal effect; % is scaled to controls: 0 for no effect and ±100 for the full control effect; nearly all actives have a fitted effect of over 65% in size
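IDH1-R132H (0.5 ug/mL dispensed) in pH 7.5 Tris buffer was preincubated 30 min with compound, then given a substrate mix of 0.016 mM NADPH and 2 mM alpha-KG for 80 min at room temperature; remaining NADPH was read by diaphorase/resazurin fluorescence.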
GRP78 ERSR act – qHTS for Inducers of the Endoplasmic Reticulum Stress Response (ERSR) in Human Glioma: qHTS; hit rate 0.02% among 420,000; Potency, µM, inactives show top-dose activation, actives largely listed as activators; U87-MG GRP78 promoter luciferase reporter, 16 h; also: potency is read from the fitted curve at half-maximal effect; series mostly up to about 76 µM; % of control where 0% means no effect; nearly all actives have a fitted effect of over 35% in size
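Stably transfected U87-MG glioma cells carrying a GRP78-based luciferase sensor; 16 h compound incubation. Luminescence end-point read 10 min after Bright-Glo addition at room temperature.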
Vif-A3G inh – qHTS for Inhibitors of Vif-A3G Interactions: qHTS. DNA dC->dU-editing enzyme APOBEC-3G (Homo sapiens), Q9HC16. HeLa A3G-eYFP + Vif (tagged APOBEC3G with the HIV-1 protein that degrades it), YFP fluorescence, overnight. Potency, µM (titrated, usually from 46.1 µM), without a hit: top-dose activity, negative = active, actives largely listed as inhibitors. hit rate 0.076% among 410,000. AID 602310, 2012;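 also: potency is read from the fitted curve at half-maximal effect; % is scaled to controls: 0 for no effect and ±100 for the full control effect; nearly all actives have a fitted effect of over 60% in size; hits raise eYFP signal because A3G escapes Vif-driven loss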
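HeLa cells stably expressing Vif and C-terminally eYFP-tagged A3G, seeded overnight at 37 deg C, then exposed to compound by pintool overnight at 37 deg C. Rise in yellow fluorescence (Ex 488/Em 500-530, Acumen) marks blocked Vif-driven A3G degradation.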
LDHA block – qHTS assay for inhibitors of human lactate dehydrogenase. L-lactate dehydrogenase A chain (Homo sapiens), P00338. purified LDHA, NADH/diaphorase-resazurin fluorescence; hits give low values. activity change, % (values are at about 110 or 230 µM). hit rate 0.15% among 480,000; in the data active = activity change below about -30%; inconclusive = mostly about -25% to -30%;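 also: plate controls were DMSO wells for no effect and wells without enzyme for full effect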
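Remaining NADH was detected by diaphorase (0.133 mg/mL) converting 37 µM resazurin to fluorescent resorufin, read at 0 and 20 minutes. The preceding 5-minute room-temperature reaction used 2 nM LDHA, 0.2 mM sodium pyruvate and 0.06 mM NADH at pH 7.4.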
* = called active by the depositor; ? = inconclusive; · = not tested or not shown; & = joins results of further samples; [ ] = another dose, or the depositor's remark. Unless noted, calls follow the shape of the dose curve; as a rule, active = well fitted curve in the direction sought with a large enough effect; inconclusive = small, poorly fitted or top-dose-only effect, or another doubt; inactive = no such curve, though single readings can be large; an effect the other way counts as inactive or inconclusive.

SMILES | RXFP1 agonist | USP1 inh | PI4K2A inh | Vif-APOBEC3F blk | TrxR1 substrate | IDH1 R132H inh | GRP78 ERSR act | Vif-A3G inh | LDHA block
O=C(NCc1cccc(F)c1F)C1CCC(=O)N(C2CC2)C1 (configuration not stated) | 0.9% | -11% | -6 | 1% | 3% | -9% | 0% | 0% | -3
CCOc1ccccc1NC(=O)CN1C(=O)COc2ccc(S(=O)(=O)Nc3ccccc3)cc21 | -0.2% | -23% | 1 | 0% | -6% | -7% | -2% | -2% | 6
O=C(O)c1ccc(CSCc2ccccc2F)o1 | 1.7% | -3% | 3 | 2% | 7%[57.1 µM] | -8% | -6% | 4% | -4
CCOc1ccc(OCC(=O)OCc2cc(=O)n3cc(Br)ccc3n2)cc1 | 6.0% | -12% | 1 | 4% | -1% | 15% | -4% | -5% | -1
CCOC(=O)C1CCCN(C(=O)c2ccc3c(c2)N(Cc2cccc(Cl)c2)C(=O)c2ccccc2S3(=O)=O)C1 (configuration not stated) | -0.5% | -2% | -8 | -2% | -1%[57.1 µM] | 0% | 0% | -2% | -1
O=C(c1ccc(CS(=O)c2ccccc2Cl)o1)N1CCOCC1 (configuration not stated) | 3.9% | -29% | -4 | 2% | -6% | -3% | 5% | 2% | -3
O=C1OCC2=C1C(c1ccccc1)CC(=O)N2c1ccc(F)cc1 (configuration not stated) | -0.6% | -32% | -2 | ? | 1% | -7% | -3% | -5% | -12
O=[N+]([O-])c1ccc(S(=O)(=O)NCCc2ccncc2)cc1 | 2.0% | -4% | -1 | 1% | -3%[57.1 µM] | 0% | 2% | -8% | -5
COc1cc(OC)cc(C(=O)Nc2ccc3oc(-c4ccc(Cl)cc4)nc3c2)c1 | 17% | ? | 0 | -6% | 11% | 6% | -2% | 1% | 1
CSc1nc(N(C)NC(=O)c2ccccc2)c2ccccc2n1 | 2.9% | -23% | 14 | -10% | 4%[57.1 µM] | -1% | -8% | ? | -1
Cc1ccc(-c2cn3c(n2)sc2cc(C(=O)NC4CCCc5ccccc54)ccc23)cc1 (configuration not stated) | 23% | -5% | -3 | ? | 5% | -7% | 2% | -3% | -4
CCOC(=O)c1c(C)cc(=O)oc1C | -1.0% | -7% | 4 | 0% | -3% | 11% | -5% | 2% | 0
Cc1ccnc(NC(=O)CCC(=O)N(CC(=O)NCC2CCCO2)Cc2ccc(F)cc2)c1 (configuration not stated) | 1.3% | -6% | -9 | 4% | -14% | -3% | -5% | -2% | 3
CC(C)c1ccc(N(CC(=O)NCc2ccc(F)cc2)C(=O)c2snc(C(N)=O)c2N)cc1 | 29% | 0% | -6 | -14% | 75%[activator][57.1 µM] | -16% | -3% | 2% | -13
Cc1ccc(NC(=O)CSc2nc(C)cc(C)c2C(=O)Nc2cccc(C)c2)cc1 | -0.2% | -18% | 0 | 1% | -2% | -14% | -5% | 0% | -2
N#Cc1ccc(C(=O)OCC(=O)Nc2cccnc2Cl)cc1 | 16% | -25% | -2 | 1% | 4% | -7% | -5% | 0% | -1
CCOCCCNC(=S)NCCc1ccccc1 | -1.1% | -17% | 3 | -1% | -5% | 3% | 4% | 1% | -3
c1cncc(-c2nnc3sc(-c4ccco4)nn23)c1 | 6.8% | -19% | -24 | 3% | 0% | 9% | -1% | -2% | 16
COc1cccc(C(=O)NC2CC3CCCC(C2)N3CC(=O)Nc2ccccc2)c1 (configuration not stated) | 2.8% | -20% | 3 | 0% | -11% | 3% | -5% | 1% | -6
NC(=O)c1cc(S(=O)(=O)NC2CCCCC2)co1 | 0.3% | -9% | 3 | -2% | 9%[57.1 µM] | 2% | -1% | 2% | 0
CCc1nc(N)c(C#N)c(-c2ccco2)c1C | 2.9% | -6% | -2 | -3% | 1% | 2% | 2% | -7% | 0
CCN1CCN(c2c(Cl)cccc2NC(=O)c2ccc([N+](=O)[O-])cc2)CC1 | 3.1% | -24% | -3 | 5% | 0% | 10% | 2% | 1% | -3
CCNC(=S)N(CCCO)Cc1cc2cc3c(cc2[nH]c1=O)OCCO3 | 0.9% | -8% | -3 | -12% | 27% | -11% | -1% | -1% | 2
Cc1cccc(OCc2nnc(NC(=O)c3cccs3)s2)c1 | 5.7% | -15% | -1 | 0% | -5% | 4% | -2% | 0% | -4
Cc1ccc(S(=O)(=O)NCCC(=O)Oc2ccc3ccc(=O)oc3c2)cc1 | 15% | -9% | 7 | -1% | 94%[activator] | 12% | -3% | -1% | -17
CCC(=O)Nc1ccc2c(c1)nc(CN1CCN(C(C)=O)CC1)n2C | 1.0% | -9% | -2 | · | 3% | 9% | -2% | 3% | 7
O=C(COc1ccc(Cl)cc1Cl)c1ccc[nH]1 | -0.6% | -22% | 3 | -8% | -9% | 0% | 11% | 2% | -14
CC1(c2ccccc2Cl)NC(=O)N(CC(=O)c2ccc3c(c2)OCO3)C1=O (configuration not stated) | 2.6% | -9% | 2 | -3% | 0%[57.1 µM] | 0% | 1% | 1% | -15
COCC(C)n1c(C)cc(C(=O)COC(=O)CNC(=O)c2ccccc2)c1C (configuration not stated) | 0.7% | -9% | -3 | 2% | 0% | -3% | 0% | 0% | 1
O=C(Cc1c(Cl)cccc1Cl)NC1CC1 | 0.2% | -16% | 10 | -14% | 8% | -2% | -3% | -7% | -7
C/C(=C\c1ccc2c(c1)OCO2)C1Nc2cccc3cccc(c23)N1 | -0.2% | · | -7 | 0% | 9%[57.1 µM] | · | -4% | -7% | 2&8
Cc1ccc(S(=O)(=O)N(C)C)cc1NC(=O)COC(=O)C1(c2ccccc2)CC1 | -0.4% | 0% | 3 | -9% | -5% | 1% | -4% | 1% | -1
O=S(=O)(NCc1ccccc1)c1ccccc1Br | 0.0% | -15% | -1 | 4% | -2% | 4% | -5%&-4% | 0%&1% | -1
CCn1cc(/C=C/C(=O)Nc2ccn(Cc3c(F)c(F)c(F)c(F)c3F)n2)cn1 | -0.5% | -21% | 3 | 1% | 0% | 1% | -4% | -5% | -4
Cc1csc(NC(=O)c2ccc(S(=O)(=O)N3CCCC3)cc2)n1 | -0.2% | -10% | -3 | -13% | 6% | 1% | 4% | 2% | 1
COC(=O)c1nc2ccccn2c1F | 2.1% | -16% | 3 | 16% | 21% | 0% | -4% | 6% | -4

Only Vif-APOBEC3F blk (2 entries from above):
molecule,Vif-APOBEC3F blk
O=S(=O)(NCc1ccccc1)c1ccccc1Br,4%
CCn1cc(/C=C/C(=O)Nc2ccn(Cc3c(F)c(F)c(F)c(F)c3F)n2)cn1,1%

Following part.
SMILES | RXFP1 agonist | USP1 inh | PI4K2A inh | Vif-APOBEC3F blk | TrxR1 substrate | IDH1 R132H inh | GRP78 ERSR act | Vif-A3G inh | LDHA block
Fc1cccc(Cc2c(-c3cccc(Br)c3)nc3ccc(Br)cn23)c1 | · | · | 1 | · | · | · | 4% | -7% | -5
Cc1ccccc1C(=O)NCc1ccc2c(c1)CCN2C(=O)c1ccccc1 | -1.0% | -17% | -1 | 10% | 1%[57.1 µM] | -10% | -2% | 1% | -6
CCOC(=O)c1cnc2c(ccc3ccccc32)c1Nc1ccccc1O | 3.6% | -29% | 7 | ? | -8% | 3% | -2% | -5% | 2
C/C(=N\NC(=O)c1nnn(-c2nonc2N)c1CSc1ccc(C)cc1)c1ccco1 | 1.5% | ? | -2 | 0% | -7% | -7% | -5% | -3% | -2

4 structures out of the list, arranged by molecular weight, lowest first:
SMILES | RXFP1 agonist | USP1 inh | PI4K2A inh | Vif-APOBEC3F blk | TrxR1 substrate | IDH1 R132H inh | GRP78 ERSR act | Vif-A3G inh | LDHA block
COC(=O)c1nc2ccccn2c1F | 2.1% | -16% | 3 | 16% | 21% | 0% | -4% | 6% | -4
Cc1csc(NC(=O)c2ccc(S(=O)(=O)N3CCCC3)cc2)n1 | -0.2% | -10% | -3 | -13% | 6% | 1% | 4% | 2% | 1
CCOC(=O)c1cnc2c(ccc3ccccc32)c1Nc1ccccc1O | 3.6% | -29% | 7 | ? | -8% | 3% | -2% | -5% | 2
C/C(=N\NC(=O)c1nnn(-c2nonc2N)c1CSc1ccc(C)cc1)c1ccco1 | 1.5% | ? | -2 | 0% | -7% | -7% | -5% | -3% | -2

A portion of the library; count on the stated rates, not on these rows.
